LDHA block: LDHA (human) enzyme inhibition; activity change, % (values are at about 110 or 230 µM); P00338; purified LDHA, NADH/diaphorase-resazurin fluorescence; stronger effect = lower value; hit rate 0.15% among 480,000; in the data active = activity change below about -30%; inconclusive = mostly about -25% to -30%;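 note: plate controls were DMSO wells for no effect and wells without enzyme for full effect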
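Enzyme activity of human lactate dehydrogenase 5 (2 nM; 0.06 mM NADH, 0.2 mM pyruvate, 5 min, RT) is measured via a resazurin/diaphorase fluorescence readout of residual NADH.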
Pol kappa inh: inhibitors of human DNA polymerase kappa | Q9UBT6 | purified Pol kappa, fluorescent DNA synthesis assay, 10 min | Potency, µM (doses to about 107 µM), for inactives: top-dose activity, negative = inhibition, most hits filed as inhibitors | hit rate 0.53% among 400,000; note: potency is the fitted concentration of half-maximal effect; % is set by controls: 0 for no effect and ±100 for the full control effect
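10 nM Pol kappa preincubated 15 min at room temperature with compounds, then reaction started with substrate at 50 nM final. Fluorescence read kinetically at 0 and 10 min; buffer-only wells served as negative control.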
12-LOX inh: ALOX12 (human) lipoxygenase inhibition. P18054. purified 12hLO, xylenol orange hydroperoxide absorbance. Potency, µM (series often up to 108 µM), for inactives: at the top dose activity change, negative = inhibition, actives largely listed as inhibitors. hit rate 1.1% among 580,000; note: potency is the fitted concentration of half-maximal effect; % is set by controls: 0 for no effect and ±100 for the full control effect
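Hydroperoxide product was detected by ferrous iron/xylenol orange as the 573 to 405 nm absorbance ratio. Arachidonic acid at 40 uM (final) was turned over for 30 min at room temperature by 150 nM human 12hLO, pH 7.0 Hepes buffer, after 15 min compound preincubation.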
Apoferritin bind: candidate novel general anesthetic via apoferritin binding | P02791 | apoferritin/1-aminoanthracene competitive binding, fluorescence | Potency, µM (titrated, usually from 77.5 µM), without a hit: at the highest dose activity change, negative = displacement, actives largely listed as inhibitors | hit rate 0.074% among 350,000; note: potency is the fitted concentration of half-maximal effect; % is set by controls: 0 for no effect and ±100 for the full control effect; nearly all actives have a fitted effect of over 20% in size
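Horse-spleen apoferritin (10 uM) was mixed with 50% saturated 1-aminoanthracene in PBS, exposed to compounds for 10 min at room temperature, and read for fluorescence (ex 380 nm, em 535 nm). Competitive displacement was fitted with a four-parameter Hill equation.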
RGS4 inh: blocks human RGS4-accelerated GTP hydrolysis; AID 504845; Transcreener GDP fluorescence polarization, RGS4-accelerated GTP hydrolysis; Potency, µM (doses to about 114 µM), for the others: top-dose activity change, negative = inhibition, hits mostly inhibitors; P49798; hit rate 0.039% among 390,000; note: potency is the fitted concentration of half-maximal effect; % is set by controls: 0 for no effect and ±100 for the full control effect; nearly all actives have a fitted effect of over 75% in size; some results filed as inactive show a strong effect at the top dose
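MLSMR compounds (23 nl, pin-transferred) preincubated 10 min at room temperature with a 500nM (2x) first reagent, then RGS4 at 900nM (2x) plus Transcreener GDP mix added; fluorescence polarization (620/688 nm) read before and after 90 min at 30 °C.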
ERG-DNA inh: inhibitors of human ERG Ets domain-DNA interaction | fluorescence polarization, His-ERG Ets domain / labelled DNA | Potency, µM (doses to about 76.9 µM), inactives show at the top dose FP activity, negative = inhibition, hits mostly inhibitors | hit rate 0.028% among 370,000 | AID 624246; active = well fitted inhibition curve with a large enough effect in the polarisation, with a control signal flat; inconclusive = small, poorly fitted or top-dose-only effect, or effect the other way, or a change in a side signal; inactive = no such curve, though single readings can be large or run the other way; the % refers to the polarisation;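 note: polarization taken with two DNA probes labelled with fluorescein and Texas red; potency is the fitted concentration of half-maximal effect; % of control where 0% means no effect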
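His-tagged ERG Ets domain (1 uM in the protein solution; 300mM KCl, 50mM Tris-HCl, 1mM EDTA, 1mM DTT, pH 7.5) received compound, then a probe mix of 5 nM fluorescein-DNA and 100nM Texas-615-DNA. Fluorescence polarization was read for both dyes.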
Pol eta inh: inhibitors of human DNA polymerase eta | Q9Y253 | recombinant Pol eta, fluorescent DNA replication assay | Potency, µM (titrated, usually from 114 µM), for inactives: at the top dose activity change, negative = inhibition, usual class: inhibitors | hit rate 1.2% among 390,000; note: potency is the fitted concentration of half-maximal effect; % is set by controls: 0 for no effect and ±100 for the full control effect
Target sequence (Q9Y253 whole entry, looked up): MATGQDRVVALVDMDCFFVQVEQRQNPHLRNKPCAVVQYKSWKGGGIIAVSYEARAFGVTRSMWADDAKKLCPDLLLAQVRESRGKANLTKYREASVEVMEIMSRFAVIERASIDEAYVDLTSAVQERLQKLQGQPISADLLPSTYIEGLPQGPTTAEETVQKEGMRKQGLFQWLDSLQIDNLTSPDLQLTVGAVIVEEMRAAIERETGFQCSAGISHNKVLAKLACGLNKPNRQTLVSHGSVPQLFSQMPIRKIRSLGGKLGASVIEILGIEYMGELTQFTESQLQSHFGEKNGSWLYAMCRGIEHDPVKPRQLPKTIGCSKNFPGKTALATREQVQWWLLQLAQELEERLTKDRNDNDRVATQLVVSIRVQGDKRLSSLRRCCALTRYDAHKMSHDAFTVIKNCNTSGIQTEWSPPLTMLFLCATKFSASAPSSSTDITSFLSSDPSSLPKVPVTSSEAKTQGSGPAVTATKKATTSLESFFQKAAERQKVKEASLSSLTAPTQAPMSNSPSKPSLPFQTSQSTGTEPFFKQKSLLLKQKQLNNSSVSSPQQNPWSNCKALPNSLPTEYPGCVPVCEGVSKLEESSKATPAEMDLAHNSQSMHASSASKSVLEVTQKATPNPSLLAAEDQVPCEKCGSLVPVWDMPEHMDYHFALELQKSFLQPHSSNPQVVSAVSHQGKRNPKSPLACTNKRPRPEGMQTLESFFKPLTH
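Pol eta (10 nM) was preincubated with compounds for 15 min at room temperature, after which fluorescent replication substrate (50 nM final) was added to start the reaction. Fluorescence was read kinetically at 0 and 10 min.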
APE1 inh: APE1 (human) endonuclease inhibition; P27695; recombinant APE1, TAMRA/BHQ-2 abasic DNA cleavage fluorescence; Potency, µM (top dose mostly 65.8 µM), for the others: at the top dose activity change, negative = inhibition, usual class: inhibitors; hit rate 0.35% among 350,000;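 note: potency is the fitted concentration of half-maximal effect; plate controls were vehicle for no effect and reference inhibitor for full effect; nearly all actives have a fitted effect of over 55% in size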
Target sequence (P27695 whole entry, looked up): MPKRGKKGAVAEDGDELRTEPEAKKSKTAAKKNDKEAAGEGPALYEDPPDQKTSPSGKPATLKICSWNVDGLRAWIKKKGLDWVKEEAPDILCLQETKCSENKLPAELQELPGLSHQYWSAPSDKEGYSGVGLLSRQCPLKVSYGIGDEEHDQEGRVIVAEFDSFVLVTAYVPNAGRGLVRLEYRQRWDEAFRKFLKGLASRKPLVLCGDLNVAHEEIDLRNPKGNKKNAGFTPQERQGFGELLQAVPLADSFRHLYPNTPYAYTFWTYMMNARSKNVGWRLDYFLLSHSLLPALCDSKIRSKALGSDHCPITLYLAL
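Compound pre-exposure to 0.75 nM APE1, 15 min at ambient temperature. Reaction initiated with 50 nM TAMRA/BHQ-2 THF substrate, read immediately in kinetic mode, 525 nm excitation, 598 nm emission.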
POLB inh: blocks human DNA polymerase beta activity; Potency, µM (series often up to 114 µM), without a hit: at the highest dose activity change, negative = inhibition, hits mostly inhibitors; AID 485314; Pol beta primer extension/strand displacement, fluorescence kinetic; hit rate 1.3% among 340,000; P06746; note: potency is the fitted concentration of half-maximal effect; % is set by controls: 0 for no effect and ±100 for the full control effect
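Curves were derived by four-parameter Hill fits of normalized qHTS data. The kinetic fluorescent primer-extension read was taken at 0 and 10 min after 50 nM substrate, following a 15 min room-temperature preincubation of 10 nM enzyme with compounds.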
Active calls of the source: *; ? = inconclusive; nt = no result given; & = joins results of further samples; [ ] = another dose, or the depositor's remark. Unless noted, calls come from the whole dose curve; as a rule, active = well fitted curve in the direction sought with a large enough effect; inconclusive = small, poorly fitted or top-dose-only effect, or another doubt; inactive = no such curve, though single readings can be large; an effect the other way counts as inactive or inconclusive.

The opening 8 compounds, ahead of the listing:
item	molecule	Apoferritin bind	POLB inh	12-LOX inh	RGS4 inh	APE1 inh	ERG-DNA inh	Pol eta inh	LDHA block	Pol kappa inh
1	O=c1c(-c2ccccc2)cnc2n1CCS2	-8%	11%	-2%	-3%	-1%	5%	-21%	1	-13%
2	Cc1cn(C2CCCCC2)c(=O)n(-c2ccccc2)c1=O	nt	nt	-2%	5%	nt	10%	-15%	1	1%
3	Cc1cccc(N2CCN(C(=O)CN3CCSc4ccccc43)CC2C)c1 (stereo not given)	-6%	-3%	-20%	9%	nt	2%	-22%	-2	-13%[60.1 µM]
4	COc1ccc(S(=O)(=O)N2CCOCC2)cc1NC(=O)CN1C(=O)CN(C)C1=O	nt	nt	5%	10%	6%	0%	-19%	-5	-16%
5	O=C(NCCCn1cccn1)c1cc(COc2ccc(F)cc2Cl)on1	?	-3%	-13%	26%	-1%	-1%	-12%	-1	-6%
6	O=S(=O)(NC1CCCCC1)c1ccc(Br)s1	-9%	-20%	-10%	-6%	45%[activator]	?	-12%	-3	2%
7	C=CCn1c(COc2ccccc2)nnc1SCC(=O)Nc1ccc2c(c1)OCCO2	?	-8%	0%	-6%	-8%	-5%	-12%	-7	-12%
8	Cc1cccc(C)c1OCC(=O)N/N=C/c1ccc2c(c1)OCO2	-8%	-9%	7%	9%	-3%	10%	-11%	-2	-4%

The list itself, repeating the preview:
item	molecule	Apoferritin bind	POLB inh	12-LOX inh	RGS4 inh	APE1 inh	ERG-DNA inh	Pol eta inh	LDHA block	Pol kappa inh
1	O=c1c(-c2ccccc2)cnc2n1CCS2	-8%	11%	-2%	-3%	-1%	5%	-21%	1	-13%
2	Cc1cn(C2CCCCC2)c(=O)n(-c2ccccc2)c1=O	nt	nt	-2%	5%	nt	10%	-15%	1	1%
3	Cc1cccc(N2CCN(C(=O)CN3CCSc4ccccc43)CC2C)c1 (stereo not given)	-6%	-3%	-20%	9%	nt	2%	-22%	-2	-13%[60.1 µM]
4	COc1ccc(S(=O)(=O)N2CCOCC2)cc1NC(=O)CN1C(=O)CN(C)C1=O	nt	nt	5%	10%	6%	0%	-19%	-5	-16%
5	O=C(NCCCn1cccn1)c1cc(COc2ccc(F)cc2Cl)on1	?	-3%	-13%	26%	-1%	-1%	-12%	-1	-6%
6	O=S(=O)(NC1CCCCC1)c1ccc(Br)s1	-9%	-20%	-10%	-6%	45%[activator]	?	-12%	-3	2%
7	C=CCn1c(COc2ccccc2)nnc1SCC(=O)Nc1ccc2c(c1)OCCO2	?	-8%	0%	-6%	-8%	-5%	-12%	-7	-12%
8	Cc1cccc(C)c1OCC(=O)N/N=C/c1ccc2c(c1)OCO2	-8%	-9%	7%	9%	-3%	10%	-11%	-2	-4%
9	COC(=O)c1c(-c2ccncc2)csc1NC(=O)c1ccoc1C	2%	?	0%	14%	4%	-1%	-13%	-12	-18%
10	O=c1[nH][nH]c(=O)c2nc(Nc3ccccc3)ncc12	nt	nt	5%	5%	nt	-10%	-6%	6	-1%
11	Cc1[nH]n2cnnc2c(=O)c1Br	-6%	-8%	-5%	-4%	16%	10%	-20%	-7	2%
12	Cc1cccc(C(=O)Nc2ccc(C(=O)N/N=C/c3ccc(C)o3)cc2)c1	?	?	3%	-1%	50%	7%	-19%	-4	-6%
13	CC(=O)c1ccc(NC(=O)CSc2nccn2Cc2ccc3c(c2)OCO3)cc1	-1%	13%	?	-5%	nt	-6%	-5%	0	-7%[60.1 µM]
14	O=C(NCc1cccs1)C1CCCN1C(=O)Nc1ccc(F)cc1 (stereo not given)	-5%	?	-18%	-4%	1%	-1%	-7%	-9	-13%
15	COc1ccc(C)cc1NC(=O)C(=O)NCCc1sc(-c2ccc(Cl)cc2)nc1C	-7%	14%	-26%	14%	nt	0%	-6%	-8	-7%[60.1 µM]
16	C=CCN1C(c2ccc(Br)cc2)=CS/C1=C(/C#N)c1nnc(N2CCOCC2)n1-c1ccccc1	-6%	-6%	-13%	-51%	-4%	0%	-13%	1	-9%
17	OCCC1CN(Cc2cc(F)ccc2F)CCN1CCCc1ccccc1 (stereo not given)	-16%	1%	26%	-12%	-1%	-6%	-9%	-9	-4%
18	NC(=O)CC(NC(=O)c1ccccc1)c1ccc(N2CCc3ccccc3C2)c([N+](=O)[O-])c1 (stereo not given)	?	8%	-15%	-15%	-6%	6%	-14%	-9	-5%
19	O=C(Nc1ccc(N2CCOCC2)cc1)C1CCN(S(=O)(=O)c2ccccc2F)CC1	2%	-2%	-4%	-4%	9%	-6%	-6%	-3	-18%
20	CCOc1ccc(OCCCCN2CCCC2)cc1	-8%	15%	?	23%	-2%	0%	-3%	-23	-3%

Carrying on.
item	molecule	Apoferritin bind	POLB inh	12-LOX inh	RGS4 inh	APE1 inh	ERG-DNA inh	Pol eta inh	LDHA block	Pol kappa inh
21	CC(=O)OCn1ncc(N2CCOCC2)c(Br)c1=O	-9%	7%	14%	-31%[56.9 µM]	32%	-16%	-3%	-1	-4%
22	CC(C)c1nc2sc3c(SCC(N)=O)ncnc3c2c2c1CCC2	2%	-27%	130%[activator]	0%	-1%	-2%	-5%	-3	0%
23	CN(C)c1ccc(/C=N/NC(=O)CN(c2cccc(Cl)c2)S(C)(=O)=O)cc1Br	3%	0%	-8%	-16%	-9%	-17%	-12%	1	-1%
24	COc1ccc2nc3sc(C(=O)Nc4ccccc4F)cc3cc2c1	12%	-1%	-6%	17%	nt	0%	-6%	-3	?
25	CCCS(=O)(=O)N1CCN(Cc2ccc([N+](=O)[O-])cc2)CC1	-1%	5%	-25%	19%	7%	-9%	-8%	?	-1%
26	Cc1nn(Cc2ccccc2)c(Cl)c1/C=C/C(=O)OC(C)C(=O)N1CCCC1 (stereo not given)	-18%	-4%	2%	-5%	-1%	-10%	-10%	-2	13%
27	CC1CC(N(C(=O)c2ccco2)c2ccccc2)c2ccccc2N1 (stereo not given)	0%	-14%	-12%	-6%[11.4 µM]	-4%	5%	-11%	6	-18%
28	CCn1c(CNC(=O)c2ccccc2F)nnc1SCC(=O)Nc1nncs1	-2%	38%	?	4%	17%	-6%	1%	-3	-9%
29	Cc1ccc(-n2c(=O)c3c(c4cc(C)ccc4n3C)n(CC(=O)Nc3c(C)cccc3C)c2=O)cc1	-11%	6%	-7%	7%	nt	1%	-18%	-4	0%
30	CN(C)C(=O)c1cc2cc(Br)ccc2s1	?	-1%	12%	-13%	-4%	8%	-19%	-4	-7%
31	COCC(C)n1c(COc2ccccc2F)nnc1SCc1c(C)noc1C (stereo not given)	-11%	0%	0%	8%	2%	2%	-6%	-7	-12%
32	O=C(c1ccc([N+](=O)[O-])o1)N1CCOCC1	-6%	-5%	-14%	6%	-5%	13%	-4%	0	-8%
33	COc1ccc(NC(=O)/C=C/c2cccc(Br)c2)cn1	-13%	26%	?	1%	23%	4%	9%	18	-12%
34	CC1CCC(C(C)C)C(OC(=O)C[n+]2cc(-c3ccc(Cl)cc3)n3c2CCC3)C1 (stereo not given)	4%	1%	?	7%[11.4 µM]	-1%	17%	19%	-1	3%
35	O=C(COc1ccc(F)cc1)Nc1ccc(OCc2cc(=O)n3ccsc3n2)cc1	-2%	-2%	-6%	22%	nt	1%	-6%	1	-15%
36	Cc1ccccc1C1c2[nH]c3ccccc3c2CCN1C(=O)c1ccc(=O)n(C)n1 (stereo not given)	-20%	1%	-9%	-27%	-13%	2%	-17%	4	0%
37	CS(=O)(=O)N(CC(=O)Nc1c(F)cccc1F)Cc1ccccc1	-4%	5%	0%&4%	-1%	21%	-5%	-12%	-3&2	-13%
38	CCCCOP(=O)(c1ccc(N(C)C)cc1)C(O)c1cc(OC)c(OC)c(OC)c1 (stereo not given)	6%	29%	169%[activator]	-12%	20%	0%	-10%	-1	-4%
39	O=C(O)c1ccn2c(C(=O)c3ccccc3)c(-c3ccccc3)cc2c1	-6%	0%	0%	-7%	-3%	5%	-16%	10	3%
40	Cc1nn(CC(=O)Nc2sc3c(c2C#N)CCC(C(C)(C)C)C3)c(C)c1[N+](=O)[O-] (stereo not given)	-13%	4%	0%	?	-6%	-2%	-14%	0	3%

Carrying on:
item	molecule	Apoferritin bind	POLB inh	12-LOX inh	RGS4 inh	APE1 inh	ERG-DNA inh	Pol eta inh	LDHA block	Pol kappa inh
41	COc1ccc(NC(=O)c2nc[nH]c2C(=O)NCc2ccccc2)cc1	nt	nt	11%	-12%	17%	-12%	-29%	-1	-4%
42	COc1ccccc1OCc1nnc(-c2ccccc2)o1	-6%	35%	-12%	-7%	nt	-1%	nt	-18	0%
43	CCOC(=O)c1ccc(NC(=O)CCCN2C(=O)NC3(CCCC3)C2=O)cc1	nt	nt	208%[activator]	14%	-1%	8%	-14%	-1	0%
44	COc1ccc(CC(=O)OCC(=O)N2CCc3ccccc32)cc1OC	nt	nt	4%	6%	16%	-1%	-4%	2	15%

This is a subset (hit frequency here may not be typical).
